Screening data deposited in PubChem by Center for Chemical Genomics, University of Michigan.
Dicer inh – blocks human Dicer maturation of pre-miR-21; z-score at 25 µM; cat-ELCCA pre-miR-21 Dicer processing, chemiluminescence; stronger effect = higher value; actives 6% (n = 47,000); Q9UPY3; in the data active means z-score above about 3, passing the limit was not always enough;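 further: plate controls were vehicle for no effect and no enzyme for full effect; higher signal means more uncleaved substrate so more Dicer inhibition; strong numbers were not always called active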
Target sequence (Q9UPY3 whole entry, looked up): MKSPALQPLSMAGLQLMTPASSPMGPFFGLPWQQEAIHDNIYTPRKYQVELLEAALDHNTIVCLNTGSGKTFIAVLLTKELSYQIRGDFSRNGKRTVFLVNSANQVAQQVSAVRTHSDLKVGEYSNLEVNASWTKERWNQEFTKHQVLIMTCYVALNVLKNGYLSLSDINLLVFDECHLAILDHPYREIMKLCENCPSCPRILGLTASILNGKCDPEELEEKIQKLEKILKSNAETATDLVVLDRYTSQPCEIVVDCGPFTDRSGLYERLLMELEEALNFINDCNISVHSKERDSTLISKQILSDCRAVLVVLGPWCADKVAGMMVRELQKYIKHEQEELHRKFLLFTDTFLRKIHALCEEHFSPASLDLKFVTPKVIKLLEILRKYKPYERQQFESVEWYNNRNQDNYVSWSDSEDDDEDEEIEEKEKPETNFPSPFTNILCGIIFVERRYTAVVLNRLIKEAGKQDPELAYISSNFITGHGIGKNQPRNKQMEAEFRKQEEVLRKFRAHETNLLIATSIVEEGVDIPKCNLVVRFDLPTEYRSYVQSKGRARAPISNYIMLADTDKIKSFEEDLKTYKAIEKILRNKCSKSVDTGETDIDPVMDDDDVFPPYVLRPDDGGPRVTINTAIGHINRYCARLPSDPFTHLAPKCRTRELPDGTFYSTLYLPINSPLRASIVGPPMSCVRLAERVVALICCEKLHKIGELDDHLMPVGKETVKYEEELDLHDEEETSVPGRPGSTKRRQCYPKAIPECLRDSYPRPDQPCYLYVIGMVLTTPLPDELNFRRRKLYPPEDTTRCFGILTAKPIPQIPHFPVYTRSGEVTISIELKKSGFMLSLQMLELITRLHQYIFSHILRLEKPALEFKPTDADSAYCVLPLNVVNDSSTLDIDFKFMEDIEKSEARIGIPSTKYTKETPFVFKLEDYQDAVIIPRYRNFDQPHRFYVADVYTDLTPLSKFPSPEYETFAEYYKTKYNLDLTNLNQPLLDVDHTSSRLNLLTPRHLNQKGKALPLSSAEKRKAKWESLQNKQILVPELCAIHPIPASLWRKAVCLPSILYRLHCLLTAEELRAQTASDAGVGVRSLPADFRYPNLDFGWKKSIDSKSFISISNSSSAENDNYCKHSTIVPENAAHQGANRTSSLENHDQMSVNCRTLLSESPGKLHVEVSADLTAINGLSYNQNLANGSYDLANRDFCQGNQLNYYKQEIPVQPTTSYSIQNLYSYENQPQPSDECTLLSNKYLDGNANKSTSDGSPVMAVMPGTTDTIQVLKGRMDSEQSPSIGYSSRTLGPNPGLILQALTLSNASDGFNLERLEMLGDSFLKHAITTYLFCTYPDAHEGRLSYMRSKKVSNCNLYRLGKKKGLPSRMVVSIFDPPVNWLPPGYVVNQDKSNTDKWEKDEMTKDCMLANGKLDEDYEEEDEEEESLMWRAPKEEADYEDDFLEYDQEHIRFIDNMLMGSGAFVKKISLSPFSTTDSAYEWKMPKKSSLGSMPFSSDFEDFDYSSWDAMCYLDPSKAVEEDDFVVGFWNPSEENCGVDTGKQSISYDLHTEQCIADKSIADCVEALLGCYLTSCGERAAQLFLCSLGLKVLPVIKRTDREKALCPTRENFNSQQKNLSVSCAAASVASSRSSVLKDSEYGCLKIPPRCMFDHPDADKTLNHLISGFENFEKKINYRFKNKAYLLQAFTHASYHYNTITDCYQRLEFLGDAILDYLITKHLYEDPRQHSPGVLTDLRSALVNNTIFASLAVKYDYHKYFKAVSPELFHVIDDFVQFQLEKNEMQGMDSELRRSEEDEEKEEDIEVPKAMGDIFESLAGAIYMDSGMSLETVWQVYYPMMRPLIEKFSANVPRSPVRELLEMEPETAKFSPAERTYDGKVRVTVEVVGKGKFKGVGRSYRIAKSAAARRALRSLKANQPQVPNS
Numbers without * were called inactive. These rows are one share of the data. The share of hits here may be higher or lower than overall.

nr	SMILES	Dicer inh
1	COCCCN1C(=O)C(=O)/C(=C(\O)c2ccc(Cl)cc2)C12C(=O)N(C)c1ccccc12 (configuration not stated)	-0.78
2	CCCCOC(=O)C1=C(C)NC2=C(C(=O)CCC2)C1c1cc(OC)ccc1OC (configuration not stated)	-0.26
3	O=S1(=O)CCC(S(=O)(=O)N2CCCCC2)C1 (configuration not stated)	-0.62
4	O=C(NC(=S)NN1CCCCC1)c1csc([N+](=O)[O-])c1	2.2
5	CCN(CC)Cc1cccc2c1COC2	2.9
6	Nc1nc2c(-c3ccc([N+](=O)[O-])cc3)nnn2c2ccccc12	3.9*
7	Cc1[nH]n(-c2ccccc2)c(=O)c1C1(C(F)(F)F)C(=O)N(c2ccccc2)C2=C1C(=O)CC(C)(C)C2 (configuration not stated)	-0.01
8	Cc1cc(C(=O)C(F)(F)F)c(C)n1-c1cc(Cl)cc(Cl)c1	-1.2
9	CCn1c(SCC(=O)c2ccccc2)nc2sc3c(c2c1=O)CCC3	-1
10	CC(C)(C)OC(=O)N1CCC(CNS(=O)(=O)c2cc(Cl)sc2Cl)CC1	0.15
11	CC1CCN(C(=O)c2nn3c(c2Cl)NC(c2ccco2)CC3C(F)(F)F)CC1 (configuration not stated)	4*
12	CCOC(=O)c1cnc(NNS(=O)(=O)c2ccc(C(F)(F)F)cc2)nc1C(F)(F)F	1.5
13	O=C(CN1C(=O)c2ccccc2S1(=O)=O)NC(c1ccccc1)c1ccccc1	0.85
14	CC1CCN(C(=O)Cn2nc(C(F)(F)F)c3c2CCCC3)CC1	0.11
15	Cc1cc(/C=C(/C#N)S(C)(=O)=O)c2c(C)ccc(C(C)C)cc1-2	-0.46
16	Cc1nc(-c2ccc(C(F)(F)F)cc2)[nH]c(=O)c1Oc1ccc(Cl)cc1Cl	0.23
17	Cc1n[nH]c(C)c1C(=O)CC1(O)C(=O)N(C(C)C)c2ccccc21 (configuration not stated)	1.5
18	CC1CN(c2ncnc3scc(-c4ccccc4)c23)CC(C)O1 (configuration not stated)	-1
19	Nc1ccc(Cl)c(-c2nc3ccccc3o2)c1	0.83
20	O=c1oc2ccccc2c2c1nnn2C1CCCCC1	-0.64
21	Clc1ccccc1CN1CCN(Cc2c[nH]c3ccccc23)CC1	4.5*
22	CCOC(=O)c1cc(CSc2n[nH]c(=O)n2-c2ccccc2)nn1C(C)(C)C	0.2
23	CCCC1c2ccsc2CCN1C(=S)Nc1ccccc1C(=O)OC (configuration not stated)	-0.25
24	Nc1n[nH]c(=O)c2cc(-c3ccc(Cl)cc3)[nH]c(=O)c12	-0.77
25	Nc1nc(SCc2ccccc2)n[nH]1	-3.5
26	OCc1nc2ccccc2n1Cc1ccccc1Cl	-0.29
27	Cc1onc(-c2c(Cl)cccc2Cl)c1-c1nnc(NC(=O)c2ccco2)s1	-1.1
28	N#CCc1ccc(OCc2cc(C(F)(F)F)cc(C(F)(F)F)c2)cc1	-0.66
29	CCOc1ccc2nc(SCCCOc3ccccc3)[nH]c2c1	-0.44
30	Cc1ccc(C2(CC(=O)O)CCOC(C)(C)C2)cc1 (configuration not stated)	0.86

Grouped by structure, the compounds so far containing a furan ring, fused or not.
nr	SMILES	Dicer inh
11	CC1CCN(C(=O)c2nn3c(c2Cl)NC(c2ccco2)CC3C(F)(F)F)CC1 (configuration not stated)	4*
27	Cc1onc(-c2c(Cl)cccc2Cl)c1-c1nnc(NC(=O)c2ccco2)s1	-1.1

Arranged by heavy-atom count (falling): part of the list above.
nr	SMILES	Dicer inh
1	COCCCN1C(=O)C(=O)/C(=C(\O)c2ccc(Cl)cc2)C12C(=O)N(C)c1ccccc12 (configuration not stated)	-0.78
23	CCCC1c2ccsc2CCN1C(=S)Nc1ccccc1C(=O)OC (configuration not stated)	-0.25
17	Cc1n[nH]c(C)c1C(=O)CC1(O)C(=O)N(C(C)C)c2ccccc21 (configuration not stated)	1.5

Additional records
nr	SMILES	Dicer inh
31	CC1=C(C(=O)OCCOC(C)C)C(c2ccccc2Br)C2=C(CC(C)(C)CC2=O)N1 (configuration not stated)	0.11
32	COc1ccccc1N1CCN(C2CC(=O)N(c3ccc(F)cc3)C2=O)CC1 (configuration not stated)	0.77
33	Nc1c(C(=O)Nc2ccccc2)oc2ccccc12	5.4*
34	CCOC(=O)N1CCc2c(sc(NC(=O)CN3CCc4ccccc43)c2C#N)C1	5.3*
35	CC(C)(C)C1=NN(c2ccccc2)C(=O)C1	-5.6
36	Cc1ccc(Nc2c([N+](=O)[O-])sc3ccccc23)cc1	0.6
37	NC(CCc1ccccc1Cl)c1ccc2c(c1)OCCO2 (configuration not stated)	-0.9
38	Cc1ccc(C(=O)CSCC(=O)c2ccc(C)cc2)cc1	-1.9
39	Cc1ccc(-c2nc3c(=O)n(-c4ccccc4)c4c(c(=O)n(C)c(=O)n4C)c3o2)cc1	0.08
40	CC(=O)Nc1cc2cc([N+](=O)[O-])ccc2oc1=O	-0.4
41	COc1cccc(/C=C2\N=C(SC)SC2=O)c1	0.65
42	O=C(CSc1nnnn1-c1ccccc1F)Nc1ccc2c(c1)OCO2	0.16
43	CCCSc1nnc2c(n1)OC(/C=C/c1ccc([N+](=O)[O-])o1)Nc1ccccc1-2 (configuration not stated)	3.5*
44	COc1ccccc1N1CC(C)(C)C(=O)N(C(=O)c2ccc(C)cc2)C1=S	-0.24
45	CCOC(=O)c1c(N/N=C\c2c(Cl)cccc2Cl)n[nH]c1C	-2.3
46	O=C(c1cccs1)N1N=C2c3ccccc3CCC2C1c1ccccc1Cl (configuration not stated)	-1
47	CCn1nc(C)cc1C(=O)OCC(=O)c1ccc(Cl)cc1	1.4
48	Cc1ccc(-c2noc(-c3ccco3)n2)cc1	0.03
49	CS/C(=N/S(=O)(=O)c1c(C)noc1C)NNC(=O)Nc1ccc(Cl)cc1	0.2
50	COc1cc(C2c3c(oc4ccc(Br)cc4c3=O)C(=O)N2Cc2ccccc2)ccc1O (configuration not stated)	2.4
51	FC(F)(F)c1cc(SCc2ncc(C(F)(F)F)cc2Cl)cc(C(F)(F)F)c1	0.8
52	CC(=O)N1N=C(c2c(-c3c(Cl)cccc3Cl)noc2C)OC1c1c(Cl)cccc1Cl (configuration not stated)	-0.32
53	CCCOc1ccc(C2C(C(=O)OC(C)C)=C(C)NC3=C2C(=O)CCC3)cc1OC (configuration not stated)	-0.34
54	COc1ccc(OC)c(C2Nc3ccccc3NC3=C2C(=O)CC(c2ccccc2)C3)c1 (configuration not stated)	0.27
55	COc1ccc(CCNC(=O)c2c(-c3ccccc3Cl)noc2C)cc1OC	-0.11
56	Nc1c(Cl)ncnc1NCCCn1ccnc1	-2.9
57	CN(C)c1ccc(C2/C(=C(\O)c3ccc(F)cc3)C(=O)C(=O)N2Cc2cccnc2)cc1 (configuration not stated)	0.74
58	COc1ccc(Oc2ccc(C(F)(F)F)cc2NC(=O)c2nn(-c3ccccc3)nc2C)cc1	0.67
59	c1ccc2sc(Cc3nc4ccccc4s3)nc2c1	-2.9
60	O=C1NC(=O)c2cc([N+](=O)[O-])c(Sc3c(Cl)cccc3Cl)cc21	-0.53

The last five entries of the part before open the next one.
nr	SMILES	Dicer inh
56	Nc1c(Cl)ncnc1NCCCn1ccnc1	-2.9
57	CN(C)c1ccc(C2/C(=C(\O)c3ccc(F)cc3)C(=O)C(=O)N2Cc2cccnc2)cc1 (configuration not stated)	0.74
58	COc1ccc(Oc2ccc(C(F)(F)F)cc2NC(=O)c2nn(-c3ccccc3)nc2C)cc1	0.67
59	c1ccc2sc(Cc3nc4ccccc4s3)nc2c1	-2.9
60	O=C1NC(=O)c2cc([N+](=O)[O-])c(Sc3c(Cl)cccc3Cl)cc21	-0.53
61	Cc1nc(-c2ccccn2)nc(N2CCOCC2)c1Cl	-0.88
62	CC1=C(C(=O)OCc2ccccc2)C(c2cc3c(cc2Cl)OCO3)CC(=O)N1 (configuration not stated)	0.9
63	Cn1c(C(=O)O)cc(=O)n(C)c1=O	-1.3
64	CCN(CC)CCNc1nc2c(c(=O)n(C)c(=O)n2C)n1Cc1ccc(F)cc1	3.3*
65	CCCCCOC(=O)C1C2C=CC3(CN(c4ccc(C)cc4)C(=O)C13)O2 (configuration not stated)	-1
66	O=[N+]([O-])c1ccc(-c2n[nH]c(=S)o2)cc1	0.71
67	CCOc1ccc(S(=O)(=O)N2CCCCC2)c2ccccc12	-0.67
68	O=C(O)CCN1CCC(C(=O)O)CC1	0
69	Nc1c(C(=O)NNC(=S)NCc2ccccc2)oc2nc(-c3ccc(Cl)cc3)cc(-c3ccccc3)c12	-0.19
70	N/C(=N\OC(=O)c1cccc(C(F)(F)F)c1)c1cc2nccc(-c3cccc(C(F)(F)F)c3)n2n1	-0.46
71	O=C1c2cccc3c(N4CCCC4)ccc(c23)C(=O)N1c1ccccc1	2
72	N#Cc1ccsc1NC(=O)c1ccc2c(c1)CCO2	1.7
73	OCCNc1nc2ccccc2nc1NCCO	2
74	CC(C)(C)S(=O)(=O)Cc1noc(-c2ccc(F)cc2Cl)n1	-1.6
75	COC(=O)c1sccc1-n1cc(C#N)c(=O)[nH]c1=O	-1.5
76	NC(=S)N/N=C/c1ccc(Cl)c(Cl)c1	-1.1
77	CC(C)(C)NC1CC(=O)N(c2ccc(Cl)cc2)C1=O (configuration not stated)	-1.1
78	c1ccc(CN2CN(CC3CCCO3)c3nc4ccccc4n3C2)cc1 (configuration not stated)	-1.6
79	C=CC#CC1(O)CC(C)N(C)CC1C (configuration not stated)	-0.41
80	O=[N+]([O-])c1ccc(-c2nc(-c3ccc(F)cc3)c(-c3ccncc3)[nH]2)cc1	0.76
81	CCN1C(=O)C2(/C(=C(/O)c3ccc(C)cc3)C(=O)C(=O)N2CCOC)c2ccccc21 (configuration not stated)	2.5
82	CC(C)(CC(=O)O)CC(=O)N1CCN(S(=O)(=O)c2cc(Cl)cc(Cl)c2)CC1	1.1
83	COc1nc2c(c(-c3ccco3)c1C#N)Cc1ccccc1-2	0.65
84	O=[N+]([O-])c1cccc(-c2[nH]ncc2Br)c1	2
85	COc1cc(C2C3=C(CCCC3=O)N(CC(=O)O)C3=C2C(=O)CCC3)cc(Br)c1OC	0.89
86	O=S(=O)(c1ccc(Cl)cc1)n1cnc2ccccc21	2.5
87	O=C(O)c1ccc(N2C(=O)C3C4c5ccccc5C(c5ccccc54)C3C2=O)cc1Cl (configuration not stated)	2.5
88	COc1cc(/C=N/N(C)C(=S)Nc2cccc(Cl)c2C)cc(OC)c1OC	0.65
89	OC(CNC1CCCCC1)Cn1c2ccccc2c2ccccc21 (configuration not stated)	-0.84
90	COc1ccc(NC(=O)N2c3cc(C)c(C)cc3C(C)=CC2(C)C)cc1OC	1

Results in sequence from the entries so far:
Nos. 74 to 78 in Dicer inh, in turn: -1.6, -1.5, -1.1, -1.1, -1.6

Later entries
item	canonical_smiles	Dicer inh
91	COc1ccc(-c2cc(C(F)(F)F)n3ncnc3n2)cc1OC	5*
92	O=c1oc(C(c2ccccc2)C2CCCC2)nc2cccc(F)c12 (configuration not stated)	-0.57
93	CC(C)Cn1c(SCC(=O)c2ccc(Br)cc2)nc2ccccc2c1=O	-1.2
94	COc1ccc2c(c1)SC1=NS(=O)(=O)CCN12	-0.4
95	CCOC(=O)[C@H](CCc1ccccc1)N[C@@H](C)C(=O)N1[C@H](C(=O)O)C[C@@H]2CCC[C@@H]21	0.6
96	N#Cc1c(-c2ccccc2)c2c([nH]c1=O)-c1ccccc1CC2	2.3
97	Cc1onc(-c2c(F)cccc2Cl)c1C(=O)OCc1sccc1-n1c(C)ccc1C	1.2
98	Cc1nn2c(-c3cccc(NS(=O)(=O)c4ccc(Cl)cc4)c3)nnc2c2ccccc12	2.5
99	O=C(NCc1ccccc1)N/N=C/c1cccs1	1.4
100	CCOCCOC(=O)C(C)Oc1ccc2c(=O)c(Oc3cc(C)c(Cl)c(C)c3)coc2c1 (configuration not stated)	-0.19
101	CCOC(=O)Nc1cc(C(=O)OC)ccc1C(=O)OC	2.1
102	O=C1c2cccc3cccc(c23)C(=O)N1c1nc2ccccc2[nH]1	-0.77
103	COC(=O)C1=C(C)NC(c2c(O)ccc3ccccc23)C(C(=O)OC)=C1C (configuration not stated)	1.3
104	O=C1C(=O)N(Cc2cccnc2)C(c2ccccc2Cl)/C1=C(\O)c1ccc(Cl)cc1 (configuration not stated)	-0.01
105	C[C@@H]1C[C@H]2[C@@H]3C[C@H](F)C4=CC(=O)C=C[C@]4(C)[C@@]3(Cl)[C@@H](O)C[C@]2(C)[C@H]1C(=O)COC(=O)C(C)(C)C	0.33
106	CCOC(=O)c1ccc2nc(/N=C/N(C)C)sc2c1	1.2
107	CC(=O)c1sc(-c2c(Cl)cc(C(F)(F)F)cc2Cl)nc1C	-2.3
108	COc1cc(C2C(C(=O)OCC3CCCO3)=C(C)NC3=C2C(=O)CC(C)(C)C3)cc(Cl)c1O (configuration not stated)	1.1
109	CCOc1ccc2nc(S/C=C/C(=O)c3ccccc3)sc2c1	0.03
110	O=S(=O)(NNc1c(Cl)cncc1Cl)c1ccc2c(c1)OCC2	-4.9
111	CC1(C)Cc2nc3sc(C(=O)O)c(N)c3cc2CS1	-0.42
112	O=C(O)c1ccc(Sc2ccccc2C(=O)O)c(C(=O)O)c1	0.48
113	Cc1oc(C(N)=O)nc1-c1ccccc1	0.3
114	Fc1cccc(Cn2c(-c3cncs3)nc3ccccc32)c1	0.94
115	COc1ccccc1C1CCN(C(=O)CSc2nnc(NC(=O)c3cccnc3Oc3ccccc3)s2)CC1	1.6
116	COc1ccc(Cc2nnc3c4cnn(-c5ccccc5)c4ncn23)cc1OC	0.41
117	CCSCCOC(=O)C1=C(C)NC2=C(C(=O)CC(c3cccs3)C2)C1c1ccc(O)c(OC)c1 (configuration not stated)	5.4*
118	O=C(CSc1nc2ccccc2c(=O)[nH]1)c1ccccc1	0.26
119	CC1=C(C(=O)OC(C)C)C(c2cccc(C)c2)n2c(nc3ccccc32)N1 (configuration not stated)	-0.83
120	Nc1ccc(C(=O)O)c2c(C(=O)O)cccc12	-0.03
121	C(=C\c1ccccc1)/CNCc1cccnc1	-0.42
122	Cc1[nH]c2c(F)cc(F)cc2c(=O)c1I	-1.2
123	COC(=O)/C=C1\Nc2ccccc2NC1=O	-0.22
124	FC(F)(F)c1cnc(NN=C2CCSCC2)c(Cl)c1	-0.2
125	O=C(C1=C(O)C(=O)N(Cc2cccnc2)C1c1ccc(F)cc1)c1ccco1 (configuration not stated)	-1.4
126	CSC(=NS(=O)(=O)c1ccc(C)cc1)SC	-0.26
127	Cn1c(=O)n(CC(=O)O)c(=O)c2c1nc1n2CCCN1c1ccc(Cl)cc1	3*
